mHTT CaM bind: disrupts binding of mutant huntingtin to calmodulin; P42858; inhibition, % at 15 µM; actives 3.6% (n = 190,000); AlphaScreen His-mHTT/GST-CaM binding, luminescence;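 note: 0% = both proteins with DMSO and 100% = one protein alone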
Target sequence (P42858 whole entry, looked up, stated change not applied): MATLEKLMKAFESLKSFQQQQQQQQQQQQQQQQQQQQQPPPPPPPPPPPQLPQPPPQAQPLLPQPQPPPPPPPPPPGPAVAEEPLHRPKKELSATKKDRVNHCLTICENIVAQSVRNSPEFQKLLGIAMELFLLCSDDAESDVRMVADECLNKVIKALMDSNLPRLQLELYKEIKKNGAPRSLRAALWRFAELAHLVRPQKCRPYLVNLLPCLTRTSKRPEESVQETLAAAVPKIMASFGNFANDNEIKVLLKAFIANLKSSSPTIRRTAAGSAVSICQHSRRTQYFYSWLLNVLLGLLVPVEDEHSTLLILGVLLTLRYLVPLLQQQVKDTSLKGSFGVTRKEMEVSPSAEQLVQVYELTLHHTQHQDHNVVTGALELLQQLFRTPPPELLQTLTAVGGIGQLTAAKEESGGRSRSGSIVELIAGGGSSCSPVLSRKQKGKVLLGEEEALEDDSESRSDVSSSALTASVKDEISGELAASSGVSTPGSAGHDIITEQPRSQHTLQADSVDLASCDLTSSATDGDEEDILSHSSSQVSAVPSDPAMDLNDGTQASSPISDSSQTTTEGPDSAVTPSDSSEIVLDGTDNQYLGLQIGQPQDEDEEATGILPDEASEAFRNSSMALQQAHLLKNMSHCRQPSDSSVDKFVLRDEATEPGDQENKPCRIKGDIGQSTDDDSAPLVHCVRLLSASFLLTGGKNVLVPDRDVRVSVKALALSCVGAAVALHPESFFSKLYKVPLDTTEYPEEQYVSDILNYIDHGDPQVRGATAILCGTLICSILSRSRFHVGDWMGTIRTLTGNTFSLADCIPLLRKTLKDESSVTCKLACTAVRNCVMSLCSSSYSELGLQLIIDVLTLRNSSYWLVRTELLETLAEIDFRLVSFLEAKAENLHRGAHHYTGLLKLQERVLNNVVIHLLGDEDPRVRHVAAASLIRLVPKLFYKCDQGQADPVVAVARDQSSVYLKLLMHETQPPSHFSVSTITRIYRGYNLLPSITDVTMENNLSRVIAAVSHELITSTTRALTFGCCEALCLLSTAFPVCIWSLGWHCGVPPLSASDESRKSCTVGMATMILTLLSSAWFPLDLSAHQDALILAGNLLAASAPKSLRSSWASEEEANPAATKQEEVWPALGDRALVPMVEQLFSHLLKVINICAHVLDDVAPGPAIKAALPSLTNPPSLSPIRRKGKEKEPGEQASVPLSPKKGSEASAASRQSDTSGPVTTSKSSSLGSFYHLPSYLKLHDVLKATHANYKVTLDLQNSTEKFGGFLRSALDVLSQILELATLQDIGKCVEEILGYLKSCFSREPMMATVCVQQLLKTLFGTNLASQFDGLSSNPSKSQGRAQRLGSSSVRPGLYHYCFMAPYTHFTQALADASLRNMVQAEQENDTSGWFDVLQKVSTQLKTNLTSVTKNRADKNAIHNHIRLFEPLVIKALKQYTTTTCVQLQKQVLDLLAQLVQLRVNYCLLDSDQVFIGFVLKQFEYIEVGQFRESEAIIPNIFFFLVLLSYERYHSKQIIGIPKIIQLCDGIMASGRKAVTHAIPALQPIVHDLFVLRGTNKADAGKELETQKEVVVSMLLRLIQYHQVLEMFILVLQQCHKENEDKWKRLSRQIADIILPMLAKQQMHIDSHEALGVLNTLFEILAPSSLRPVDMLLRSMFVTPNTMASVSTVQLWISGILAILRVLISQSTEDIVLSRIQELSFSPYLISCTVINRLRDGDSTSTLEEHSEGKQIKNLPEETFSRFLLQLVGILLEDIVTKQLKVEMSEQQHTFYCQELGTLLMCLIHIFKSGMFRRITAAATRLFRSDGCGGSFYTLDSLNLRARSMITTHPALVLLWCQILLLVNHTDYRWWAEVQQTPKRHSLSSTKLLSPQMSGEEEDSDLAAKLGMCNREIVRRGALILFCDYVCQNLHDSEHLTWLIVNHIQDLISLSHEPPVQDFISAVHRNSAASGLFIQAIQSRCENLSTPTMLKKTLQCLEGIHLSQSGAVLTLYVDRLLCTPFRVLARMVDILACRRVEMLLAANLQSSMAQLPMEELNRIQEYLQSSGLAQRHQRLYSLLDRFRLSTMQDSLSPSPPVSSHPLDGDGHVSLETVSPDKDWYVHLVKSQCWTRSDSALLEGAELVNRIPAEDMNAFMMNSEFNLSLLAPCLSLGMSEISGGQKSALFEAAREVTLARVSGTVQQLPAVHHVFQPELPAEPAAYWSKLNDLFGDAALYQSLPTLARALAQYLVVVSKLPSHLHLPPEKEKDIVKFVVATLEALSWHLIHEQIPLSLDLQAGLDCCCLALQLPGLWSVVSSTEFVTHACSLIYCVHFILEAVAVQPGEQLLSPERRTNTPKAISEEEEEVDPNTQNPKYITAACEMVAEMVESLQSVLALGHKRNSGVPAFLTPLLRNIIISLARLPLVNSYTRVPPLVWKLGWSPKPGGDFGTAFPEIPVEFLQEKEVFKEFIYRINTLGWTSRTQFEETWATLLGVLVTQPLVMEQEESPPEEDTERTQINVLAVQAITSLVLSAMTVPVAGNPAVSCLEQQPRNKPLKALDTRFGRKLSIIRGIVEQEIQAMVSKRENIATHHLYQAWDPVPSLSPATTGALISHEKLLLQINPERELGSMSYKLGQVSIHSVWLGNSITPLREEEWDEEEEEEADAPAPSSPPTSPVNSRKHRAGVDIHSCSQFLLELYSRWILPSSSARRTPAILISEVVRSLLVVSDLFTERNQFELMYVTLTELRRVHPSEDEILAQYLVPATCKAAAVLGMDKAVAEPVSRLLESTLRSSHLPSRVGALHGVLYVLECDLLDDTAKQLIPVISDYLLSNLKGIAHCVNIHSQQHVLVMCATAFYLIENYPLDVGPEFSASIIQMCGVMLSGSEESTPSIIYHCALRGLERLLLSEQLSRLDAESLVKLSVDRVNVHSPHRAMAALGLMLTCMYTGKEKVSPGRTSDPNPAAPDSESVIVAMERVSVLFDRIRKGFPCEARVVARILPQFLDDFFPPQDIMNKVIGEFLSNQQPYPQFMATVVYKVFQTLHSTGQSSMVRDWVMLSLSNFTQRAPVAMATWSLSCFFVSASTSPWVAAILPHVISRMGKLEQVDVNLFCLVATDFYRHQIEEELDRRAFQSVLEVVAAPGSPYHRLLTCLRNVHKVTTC
Pf apPOL inh: Pf-apPOL DNA polymerase inhibition; actives 0.25% (n = 210,000); inhibition, % at 10 µM; Recombinant Pf-apPOL, molecular beacon fluorescence, 1.5 h; AID 1794808
An asterisk follows results filed as active; i = inactive; nt = not tested or not shown; & = joins results of further samples. Cut-off read from the data, not from the text of the source: active = inhibition above about 50%; inactive = the rest.

SMILES	mHTT CaM bind	Pf apPOL inh
Cc1cc(Br)ccc1OCC(=O)Nc1ccc(Cl)cn1	-3	-1
Nc1ccccc1SC(C(=O)Nc1cc(Cl)c(Cl)cc1Cl)c1ccccc1 (configuration not stated)	nt	-3
CC(=O)N(CN1C(=O)c2ccccc2C1=O)c1ccc(F)cc1	-7	1
Cc1ccccc1OCc1nc(C#N)c(NCc2cccnc2)o1	12	-3
Cc1ccc(N2C=C(C(=O)N3CCOCC3)S(=O)(=O)c3ccc(F)cc32)cc1	-6	0
COc1ccc(NC(=O)C2=C(C)Nc3ncnn3C2c2ccccc2F)cc1 (configuration not stated)	-1	-2
Cc1ccc([N+](=O)[O-])cc1/C=C1/C=C(c2ccccc2)OC1=O	4	-5
COc1ccc(OC(C)C(=O)O)cc1 (configuration not stated)	-5	5
CC1(C)CC2CC(C)(CN2S(=O)(=O)c2ccc(N)cc2)C1 (configuration not stated)	-3	-1
COc1ccc(C=C2Oc3cc(OC(C)C(=O)O)ccc3C2=O)cc1OC (configuration not stated)	10	-9
Cc1nc(C(=O)Nc2ccc(Cl)c(C)c2)c(C)o1	-16	3
COCCCNC(=O)c1ccn2c(-c3ccccc3)nnc2c1	-10	-5
O=C(O)C1(S(=O)(=O)c2ccccc2)CC1	0	-7
CC1CN=C(NS(=O)(=O)c2ccccc2)N1 (configuration not stated)	nt	2
CCCCc1[nH]nc2c1C1(CC[C@H]3COC1O3)C(C#N)=C(N)O2 (some centres not stated)	-1	nt
CCOC(=O)/C=C1\CN(Cc2ccc(OC)cc2)S(=O)(=O)c2ccccc21	-20&-16	0&-2
O=S(=O)(c1ccc(Cl)s1)N1CCC(c2noc(-c3ccccc3)n2)CC1	-7	-4
Cc1cc(C)n(C(=O)COc2ccc(Cl)cc2C)n1	-2	36
COc1ccc(C)cc1NC(=O)c1cc(S(=O)(=O)NC2CCCCCC2)ccc1F	10	39
N#CC1=C(N)NC(S)=C(C#N)C12CCCCC2	0	nt
O=C(NCc1ccccc1)c1cc2nc(-c3ccc4c(c3)OCO4)cc(C(F)(F)F)n2n1	-15	-3
CC(=O)c1ccc(NS(=O)(=O)c2ccc(Cl)c(C(=O)Nc3ccccc3)c2)cc1	0	5
N#Cc1ccc(C(=O)Nc2ccc(-c3nc4ncccc4o3)cc2)c(F)c1	-2	-1
OCCN(CCO)Cc1c(Cl)cccc1Cl	-7	2
C=CCNC(=O)CN(c1ccc(C(C)C)cc1)S(C)(=O)=O	-6	-4
CC(C)CC(=O)N1CCC(COc2ccc(C(=O)NC3CC3)cc2)CC1	3	-1
O=C(CSc1nnc2nc[nH]n12)Nc1ccccn1	-1	1
Cc1ccc(C2CC(C(F)(F)F)n3nc(C(=O)NCc4ccccc4)cc3N2)cc1 (configuration not stated)	2	-4
Cc1ccc(-c2ncnn2-c2cccc(Cl)c2C)cc1	0	0
O=C1OC(c2ccc(Br)cc2)=N/C1=C\c1ccc(Br)cc1	-6	-5
CC1(C)CC(=O)c2cnc3nc4ccccc4n3c2C1	3	-4
O=C(O)CCC(=O)Nc1ccccc1	-3	-5
COCCC1CCN(C(=O)CN(C)C(=O)c2cccn2C)CC1	-2	0
O=Cc1ccc(OCc2cccc(F)c2)c(Cl)c1	-41	1
CCOc1ccc(CCNc2ncnc3c2nc2n3CCCCC2)cc1OCC	9	12
COc1cc(C)c(C)cc1S(=O)(=O)NCCc1csc(-c2ccc(F)cc2)n1	53*	-9
CC(C)(C)C1CCc2c(sc(N=Cc3cccnc3)c2C#N)C1 (configuration not stated)	3	-1
Cc1cc(C)nc(NC(=O)Cc2ccc([N+](=O)[O-])cc2)c1	4	0
CS(=O)(=O)NCCOc1ccccc1	-1	-5
Cc1ccc(C2=NNC(C(O)C(O)C(O)C(C)O)S2)cc1 (configuration not stated)	-2	nt
O=C(C1CCN(Cc2ccccn2)CC1)N1CCN(C/C=C/c2ccccc2)CC1	37	-18
O=C(c1ccc(Br)cc1)N1CCN(C2=NS(=O)(=O)c3ccccc32)CC1	8	-3
CC(=O)Nc1ccc(-c2nc3ccc(C)cc3s2)cc1	24&14	-2&-4
COc1ccc([N+](=O)[O-])cc1NS(=O)(=O)c1ccc(F)cc1	1	-8
C=CCSc1nc2ccccc2c(=O)n1CC1CCCCC1	-31	-1
Cc1ccc(NC(=O)Cn2c(-c3ccccc3F)nc3ccccc3c2=O)cc1	6	1
CCOC(=O)c1cnc2nc(C)ccc2c1Nc1cccc(Cl)c1	63*	-13
Cc1nn(-c2ccc(C(=O)NCc3ccc4c(c3)OCO4)cc2)c2c1C(=O)CCC2	5	0
Cc1ccc(SC(c2ccco2)C2CCCCC2=O)cc1 (configuration not stated)	-12	-7
CC(=O)O/N=C(/c1nonc1N)N1CCN(c2ccc([N+](=O)[O-])cc2Cl)CC1	i	-5

The last 2 entries of the part before are carried over, then new ones follow.
SMILES	mHTT CaM bind	Pf apPOL inh
Cc1ccc(SC(c2ccco2)C2CCCCC2=O)cc1 (configuration not stated)	-12	-7
CC(=O)O/N=C(/c1nonc1N)N1CCN(c2ccc([N+](=O)[O-])cc2Cl)CC1	i	-5
Cc1c(C)n(C)c2ccc(C(=O)Nc3cccnc3Cl)cc12	14	-9
COc1cccc(S(=O)(=O)N2CCC(c3noc(-c4cccc(F)c4)n3)CC2)c1	-9	-6
Cc1ccc(C(=O)N2CCc3nc(-c4ccc(F)cc4)ncc3C2)cc1C	-16	-2
CN1OCC(S(=O)(=O)NCCc2ccccc2)C1c1ccccc1 (configuration not stated)	-3	-3
Fc1ccc2ncc(-c3ccc(Br)s3)nc2c1	nt	2
Cn1ccnc1C(O)c1cc(C(C)(C)C)c(O)c(C(C)(C)C)c1 (configuration not stated)	18	-7
COc1nc(Cl)cc(C)c1C(=O)NCc1ccc(Cl)cc1	-9	-7
CN(C)C(=O)c1ccc2c(c1)CC(=O)N2Cc1cccc(F)c1	15	2
Cc1ccc(N(CN2C(=O)c3ccc([N+](=O)[O-])cc3C2=O)C(=O)c2ccccc2F)cc1	7	-11
CCN(C(=O)C(c1ccccc1)c1ccccc1)c1ccccc1	5	-2
O=C(Nc1ccc2c(c1)OCO2)c1cnn2c1NC(c1cccs1)CC2C(F)(F)F (configuration not stated)	7	76*
Oc1ccc(Cl)cc1C=Nc1ccc(Br)cc1	-2	-6
Clc1ccccc1-c1cn2ccccc2n1	3	-4
O=C(CC1(O)C(=O)Nc2ccc(Cl)cc21)c1ccc(F)cc1 (configuration not stated)	-4	-6
Cc1nc(C(=O)NCc2ccc(N3CCCCC3)cc2)c(C)n1C1CCN(C)CC1	44	-7
O=C(CSc1ncnc2sc(-c3ccccc3)cc12)N1CCCCC1	0	3
CC(C)C1C(=O)N(Cc2cn(CC3CCCCC3)nn2)CCS(=O)(=O)N1Cc1ccc(-c2ccc(Cl)cc2)cc1 (configuration not stated)	3	-3
O=C(O)C[C@H]1c2cc(F)ccc2S(=O)(=O)N1C1CCCC1	0	2
COc1ccc(COc2cc(-c3cccc(OC)c3)nc3ccc(NC(=O)c4ccc(N(C)C)cc4)cc23)cc1	22	-7
CCN(c1ccccc1)S(=O)(=O)c1cc(C(=O)Nc2ccc(F)c(F)c2)ccc1F	-13	32
COc1ccc(/C=C2\N=C(c3ccccc3Cl)OC2=O)cc1	1	-2
O=C(CCN1CCCC1)Nc1ccc2c(c1)OCO2	1	16
O=C(NC1CC2CC1N(C(=O)Nc1cc(F)cc(F)c1)C2)c1cccnc1 (configuration not stated)	-2	-4
O=C1OC(c2cccc([N+](=O)[O-])c2)=N/C1=C\c1cccc(F)c1	6	-3
O=C(c1cc2sc(Br)cc2n1CC1CCC1)N1CCCC1	41	-13
Cc1[nH]n(C)c(=O)c1N=Nc1ccc(Cl)c(Cl)c1	nt	-9
Cc1cc(OCCCN2CCOCC2)ccc1C(C)C	11	-4
CCOC(=O)c1cc(CC)sc1NC(=O)c1ccc([N+](=O)[O-])o1	nt	-6
CC1(C)NC(=O)N(CC(O)COc2ccccc2Cl)C1=O (configuration not stated)	-2	6
Cc1ccc(Cc2nnc(-c3ccc(N)cc3)o2)cc1	-13	-6

21 entries from above, comma-delimited:
compound,mHTT CaM bind,Pf apPOL inh
Cc1cc(Br)ccc1OCC(=O)Nc1ccc(Cl)cn1,-3,-1
Nc1ccccc1SC(C(=O)Nc1cc(Cl)c(Cl)cc1Cl)c1ccccc1 (configuration not stated),nt,-3
CC(=O)N(CN1C(=O)c2ccccc2C1=O)c1ccc(F)cc1,-7,1
Cc1ccccc1OCc1nc(C#N)c(NCc2cccnc2)o1,12,-3
Cc1ccc(N2C=C(C(=O)N3CCOCC3)S(=O)(=O)c3ccc(F)cc32)cc1,-6,0
COc1ccc(NC(=O)C2=C(C)Nc3ncnn3C2c2ccccc2F)cc1 (configuration not stated),-1,-2
Cc1ccc([N+](=O)[O-])cc1/C=C1/C=C(c2ccccc2)OC1=O,4,-5
COc1ccc(OC(C)C(=O)O)cc1 (configuration not stated),-5,5
CC1(C)CC2CC(C)(CN2S(=O)(=O)c2ccc(N)cc2)C1 (configuration not stated),-3,-1
COc1ccc(C=C2Oc3cc(OC(C)C(=O)O)ccc3C2=O)cc1OC (configuration not stated),10,-9
Cc1nc(C(=O)Nc2ccc(Cl)c(C)c2)c(C)o1,-16,3
COCCCNC(=O)c1ccn2c(-c3ccccc3)nnc2c1,-10,-5
O=C(O)C1(S(=O)(=O)c2ccccc2)CC1,0,-7
CC1CN=C(NS(=O)(=O)c2ccccc2)N1 (configuration not stated),nt,2
CCCCc1[nH]nc2c1C1(CC[C@H]3COC1O3)C(C#N)=C(N)O2 (some centres not stated),-1,nt
CCOC(=O)/C=C1\CN(Cc2ccc(OC)cc2)S(=O)(=O)c2ccccc21,-20&-16,0&-2
O=S(=O)(c1ccc(Cl)s1)N1CCC(c2noc(-c3ccccc3)n2)CC1,-7,-4
Cc1cc(C)n(C(=O)COc2ccc(Cl)cc2C)n1,-2,36
COc1ccc(C)cc1NC(=O)c1cc(S(=O)(=O)NC2CCCCCC2)ccc1F,10,39
N#CC1=C(N)NC(S)=C(C#N)C12CCCCC2,0,nt
O=C(NCc1ccccc1)c1cc2nc(-c3ccc4c(c3)OCO4)cc(C(F)(F)F)n2n1,-15,-3

(listing goes on)
SMILES	mHTT CaM bind	Pf apPOL inh
COc1ccc(C=C2Oc3c(ccc4c3CN(c3ccc5c(c3)OCCO5)CO4)C2=O)cc1OC	3	3
CC1C(=O)N(c2ccccc2F)CCN1C(=O)c1ccc(Cl)c(Cl)c1 (configuration not stated)	1	-5
Cn1c(=O)c2c(nc(SCCNS(=O)(=O)c3ccccc3)n2C)n(C)c1=O	8	-4
COc1ccc(NC(=O)CN2C(=O)C3(OCCCO3)c3ccccc32)c(OC)c1	-3	-8
O=C(NCCN1CCOCC1)C1CC(=O)N(CCc2c[nH]c3ccc(F)cc23)C1 (configuration not stated)	-7	0
CSc1ccc(CNC(=O)c2cc3n(n2)CCCN(Cc2cccc(C)c2)C3=O)cc1	1	-2
Cc1cc(C)cc(C(=O)N2CC3CN(S(=O)(=O)c4ccccc4)CC(C2)O3)c1	4	-5
CCN(CC)c1ccc(O)c(C=Nc2ccc(S(N)(=O)=O)cc2)c1	-8	5
O=C(Nc1ccc(-c2nc3ncccc3o2)cc1)c1cccc(Cl)c1Cl	1&1	-1&-4
CCOCC(=O)N1CC2CC1CC2NC(=O)c1cccs1 (configuration not stated)	-6	-1
Cc1ccc(C)c(OCC(=O)Nc2ccc(N3CCOCC3)cc2)c1C	17&7	-9&-12
CCCS(=O)(=O)c1c(S(=O)(=O)CCC)c2c(C)cccn2c1C(N)=O	0	2
CCc1ccc(-c2nc3ccccc3c(=O)o2)cc1	12	0
O=C(Nc1ccncc1)c1c(O)c2cccc3c2n(c1=O)CCC3	8	0
O=C(NCCCn1ccnc1)C1COCC(=O)N1Cc1ccccc1 (configuration not stated)	-4	2
Cc1ccccc1CC(=O)N1CCC(COc2ccc(C(=O)N3CCOCC3)cc2)CC1	15	2
COc1ccc(OC)c(NC(=O)CC(C)c2ccccc2)c1 (configuration not stated)	5	2
O=C(CSC(=S)N1CCCCC1)c1c(F)cccc1F	nt	-15
O=C(CSc1ccccc1)Nc1cccc(NC(=O)CSc2ccccc2)n1	-22	2
CCn1c(C)c(CN2CCC(C(=O)NC3CCCC3)CC2)c2ccccc21	-4	3
Cc1cccc(N2CC(C(=O)Nc3ccccc3F)CC2=O)c1 (configuration not stated)	6	-4
O=C(CSc1nnc(-c2cccnc2)n1C1CCCCC1)Nc1cccc(F)c1	-1	-21
COc1ccc(Cl)cc1NS(=O)(=O)N(C)C	-6&-1	-10
COc1nccnc1NC1CCN(C(=O)c2ccc(C)nc2)CC1	1	-8
Cc1c(C(=O)NCc2ccccc2)oc2ccc(S(=O)(=O)N3CCCC(C)C3)cc12 (configuration not stated)	-3	0
O=C(C1CCCN(c2cn[nH]c(=O)c2)C1)N1CCCN(c2ncccn2)CC1 (configuration not stated)	-7	-6
O=C(c1ccccc1F)N1CCC2(CC1)NC(=O)N(Cc1ccccc1Cl)C2=O	8	-5
Cc1cc(C)nc(Sc2nc([N+](=O)[O-])nn2C)n1	-2	5
COc1cc(C(=O)NCc2ccc(C)cc2)c([N+](=O)[O-])cc1OC	6	-4
O=[N+]([O-])c1cc(N=Cc2nc(-c3ccc(Cl)cc3)oc2O)ccc1Cl	19	0
CCn1c(CNC(C)=O)nc2c1CN(C(=O)Nc1ccc(C(F)(F)F)cc1)CC2	-6	-9
CCOc1ccc(N2CC(C(=O)NCCCOC)CC2=O)cc1 (configuration not stated)	2	-3
O=C(Nc1cccc(-c2nc3ncccc3o2)c1)c1ccc(Br)cc1	3	6
CC1=C(C#N)c2nc(N)c(C#N)c(C)c2/C1=C/c1ccc(-c2cccc([N+](=O)[O-])c2)o1	4	-8
CCOc1ccc(CC(=O)Nc2ccccc2C(N)=O)cc1OCC	10	-4
CCn1ncc(Cl)c1C(=O)NC(Cn1cccn1)C(C)(C)C (configuration not stated)	-8	nt
C=CCc1ccc(OCC(O)CN2CCN(CC)CC2)c(OC)c1 (configuration not stated)	8	-2
O=C(N1CCC(c2cnn(-c3cccc(F)c3)c2)CC1)C1(c2ccccc2)CC1	6	-3
Cc1noc(-c2nn(C)c3c2CN(S(=O)(=O)c2cccc(C(F)(F)F)c2)CC3)n1	16	-2
CCc1ccc(C2CC(c3ccc(OC)c(OC)c3OC)n3nnnc3N2)cc1 (configuration not stated)	43	-5

The list is partial (hit frequency here may not be typical).
